Screening results deposited in PubChem by Broad Institute.
GSIS activator: primary screen for activators of insulin secretion dependent on glucose, INS-1E cells, GLuc reporter luminescence. INS-1E GLuc reporter insulin secretion, 2-3 h. activation, % at 16.6 µM. 0.61% of 370,000 active;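 active means lowest replicate activation of at least 40%, so every replicate reaches that level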;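 further: 0% = median of neutral control wells and 100% = median of IBMX positive control wells; some compounds called inactive have numbers as strong as hits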
RAD52 anneal inh: inhibitors of human RAD52 DNA annealing; 0.46% of 360,000 active; AID 651710; recombinant RAD52 DNA annealing, FRET fluorescence; P43351; inhibition, % at 18.7 µM;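 active means every replicate showing at least 50% inhibition; inconclusive means mean inhibition at least 50% but not in every replicate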
Target sequence (P43351 whole entry, looked up): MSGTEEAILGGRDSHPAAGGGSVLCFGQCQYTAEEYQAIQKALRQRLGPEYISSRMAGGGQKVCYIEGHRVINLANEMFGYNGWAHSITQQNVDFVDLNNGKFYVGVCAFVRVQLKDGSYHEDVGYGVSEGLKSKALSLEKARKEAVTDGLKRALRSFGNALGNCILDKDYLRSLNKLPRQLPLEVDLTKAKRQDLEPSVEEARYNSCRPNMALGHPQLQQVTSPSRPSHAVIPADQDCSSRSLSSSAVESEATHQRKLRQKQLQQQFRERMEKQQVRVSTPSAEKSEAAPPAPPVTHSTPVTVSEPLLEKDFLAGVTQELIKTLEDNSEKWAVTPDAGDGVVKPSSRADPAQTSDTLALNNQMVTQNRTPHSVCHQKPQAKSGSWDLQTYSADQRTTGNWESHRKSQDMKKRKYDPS
Xi reactivation: activators of X-chromosome reactivation in mouse fibroblasts | XiGFP mouse fibroblasts, % GFP-positive cells imaging, 3 d; cells co-treated with 5-aza-dC sensitizer; scaled so ellipticine positive control = 100% | AID 743238 | 0.055% of 360,000 active | activation, % at 7.58 µM;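 active means mean normalized replicate activation at least 10% and every replicate at or above 10%; inconclusive means only one of the two criteria met; inactive means mean below 10% and not all replicates reach 10%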;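 further: 0% = median of on-plate neutral control wells and 100% = ellipticine 6 µM median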
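System: XiGFP fibroblasts, SV40-immortalized. Medium: DMEM plus 5-aza-dC sensitizer. Doses: single point. Timing: 3 d treatment, 15 min room-temperature fixation. Control set: ellipticine 6 µM.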
E-sel inducer: E-selectin induction on HUVECs; 0.37% of 260,000 active; HUVEC E-selectin immunofluorescence imaging; normalized: neutral wells 0, TNF-alpha wells 100; activation, % at 7.58 µM; AID 686992; P16581;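 active means mean E-selectin-positive cell signal at least 10% of the positive control, reached in at least 60% of replicates, without over 20% cell loss; inconclusive means no rule given, readout overlaps actives, possibly toxicity-flagged; inactive means the rest, including those meeting only one limit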;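 further: in these data hits start at about 27%; measured in HUVEC primary endothelial cells; signal is the percent of cells scored E-selectin positive by PE staining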
Target sequence (P16581 whole entry, looked up): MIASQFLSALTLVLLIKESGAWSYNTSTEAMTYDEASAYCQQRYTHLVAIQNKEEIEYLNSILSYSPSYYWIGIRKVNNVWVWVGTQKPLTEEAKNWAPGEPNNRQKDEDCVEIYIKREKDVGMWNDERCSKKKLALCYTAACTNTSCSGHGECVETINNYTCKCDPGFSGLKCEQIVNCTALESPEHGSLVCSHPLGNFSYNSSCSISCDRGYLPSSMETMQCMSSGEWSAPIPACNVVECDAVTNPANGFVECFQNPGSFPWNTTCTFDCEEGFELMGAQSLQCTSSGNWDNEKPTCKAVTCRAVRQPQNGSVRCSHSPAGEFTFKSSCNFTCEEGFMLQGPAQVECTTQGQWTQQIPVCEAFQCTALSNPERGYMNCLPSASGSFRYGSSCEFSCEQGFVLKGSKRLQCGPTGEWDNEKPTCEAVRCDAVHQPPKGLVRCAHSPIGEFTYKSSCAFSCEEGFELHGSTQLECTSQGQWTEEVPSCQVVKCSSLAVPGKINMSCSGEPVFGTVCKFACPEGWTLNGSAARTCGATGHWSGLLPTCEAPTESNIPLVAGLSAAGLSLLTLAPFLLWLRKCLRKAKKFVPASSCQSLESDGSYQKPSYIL
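Test system: HUVEC | Signal: Immunofluorescence imaging | Read-out: Percent E-selectin-positive cells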
DENV2 CPE rescue: DENV2-induced cell death inhibition; DENV2-infected cells, cytopathic effect rescue, plate reader; CPE inhibition, % at 9.99 µM; 1.7% of 350,000 active; in the data active means CPE inhibition above about 20%, passing the limit was not always enough; inconclusive means no clear call, values can overlap the other calls; tested in BHK-21 cells;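 further: 0% = median of neutral control wells and 100% = median of positive control wells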
RAD54 inh: blocks human RAD54 Holliday junction branch migration | FAM/BHQ fluorescence | inhibition, % at 10.4 µM | 0.14% of 360,000 active | Q92698;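 active means mean normalized replicate activity at least 40 and at least half of replicates scoring 40 or more; inconclusive means only one of the two criteria met; inactive means mean below 40 and under half of replicates reaching 40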;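 further: 0% = median of neutral control wells and 100% = median of positive control wells; inhibitors cause a drop in the FAM fluorescence signal; in these data hits start at about 50%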
CASP6 VEID inh: inhibitors of human caspase-6; purified caspase-6, Z-VEID-R110 cleavage fluorescence; P55212; 0.53% of 350,000 active; inhibition, % at 12.5 µM;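 active means mean inhibition across replicates at least about 35%, with every replicate also reaching that limit, limit read from the data; inconclusive means only one of the two criteria met; inactive means neither criterion met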;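 further: 0% = median of neutral control wells and 100% = no fluorescence left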
F508del corr: correctors of CFTR F508del function in bronchial epithelial cells; CFBE cells, YFP halide quenching; stimulated with forskolin plus potentiator P3; % fluorescence drop versus neutral controls; activity (quench increase), % at 7.58 µM; 0.36% of 350,000 active;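 active means mean added fluorescence quench of at least 8% versus neutral control, with both replicates also reaching 8%; inconclusive means only one of the mean or replicate conditions met; inactive means mean below 8% and not both replicates reaching 8%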;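 further: cells transiently co-express mutant CFTR-F508del with the halide-sensitive YFP; corrector assay measuring rescue of mutant channel to the surface after 24 h compound exposure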
* = called active by the depositor.

For CO[C@@H]1CN(C)C(=O)c2ccc(NC(C)=O)cc2OC[C@@H](C)N(S(C)(=O)=O)C[C@H]1C the results were GSIS activator -1.4, RAD52 anneal inh 1.3, Xi reactivation 0.0, E-sel inducer -0.2, DENV2 CPE rescue 93.9*, RAD54 inh -1.1 and CASP6 VEID inh -7.5.
Cc1cc(C)c2c(NC(N)=S)n[nH]c2n1 was read as GSIS activator -9.7, RAD52 anneal inh -14.6, Xi reactivation 0.0, DENV2 CPE rescue -8.6, RAD54 inh 3.0 and F508del corr 1.3.
For C[C@H]1CN([C@@H](C)CO)C(=O)c2cc(C#CC3(O)CCCC3)cnc2O[C@@H]1CN(C)S(=O)(=O)c1ccccc1 the results were GSIS activator -10.0, RAD52 anneal inh 2.4, Xi reactivation 0.1, E-sel inducer 0.0, DENV2 CPE rescue -9.0, RAD54 inh -1.9, CASP6 VEID inh -2.6 and F508del corr -1.7.
COc1ccc2c3c(n(C)c2c1)[C@H](CO)N(Cc1ccccc1F)CC31CCN(C(=O)C2CCC2)CC1 was read as GSIS activator -18.5, RAD52 anneal inh -187.6, Xi reactivation 0.9, E-sel inducer -0.5, DENV2 CPE rescue -5.2 and F508del corr -0.4.
For Cc1cccn2c(=O)c3cc(C(=O)NCC4CCCO4)c(=N)n(C4CCCCC4)c3nc12 (configuration not stated) the results were GSIS activator 35.1, RAD52 anneal inh -51.7, Xi reactivation 0.2, DENV2 CPE rescue 8.6, RAD54 inh inconclusive, CASP6 VEID inh -2.0 and F508del corr 0.8.
For CCS(=O)(=O)N[C@H]1CC[C@H](CC(=O)NCc2ccc(Cl)cc2)O[C@H]1CO the results were GSIS activator 4.2, RAD52 anneal inh -21.5, Xi reactivation 0.1, E-sel inducer -0.2, DENV2 CPE rescue -3.4, RAD54 inh -1.2, CASP6 VEID inh 1.0 and F508del corr -1.0.
CC(=O)N(C)C[C@H]1Oc2cc(C#CC3CC3)ccc2S(=O)(=O)N([C@@H](C)CO)C[C@@H]1C was read as GSIS activator 2.6, Xi reactivation -0.9, E-sel inducer 1.5 and F508del corr -0.3.
N#CCCN(Cc1ccccc1)C(=O)Nc1ccc(F)cc1 was read as GSIS activator 26.2, RAD52 anneal inh -0.8, Xi reactivation 0.1, DENV2 CPE rescue -1.8, CASP6 VEID inh -0.4 and F508del corr -0.9.
Cc1nc(SCC(=O)N2CCN(c3ccccc3)CC2)n[nH]1 was read as GSIS activator -0.7, RAD52 anneal inh -6.0, Xi reactivation 0.1, E-sel inducer 0.1, DENV2 CPE rescue 4.6, RAD54 inh 6.6, CASP6 VEID inh -2.0 and F508del corr -0.6.
`COCCNC(=S)N(CCc1c(C)[nH]c2ccc(F)cc12)Cc1cccnc1` gave GSIS activator 4.3, RAD52 anneal inh -1.3, Xi reactivation 0.0, DENV2 CPE rescue 6.6, RAD54 inh -9.0, CASP6 VEID inh -13.6 and F508del corr 2.1.
For COC(=O)C1=C(C)N(Cc2ccccc2C(F)(F)F)C(=NCc2cccc(C(F)(F)F)c2)NC1CCc1ccccc1 (configuration not stated) the results were RAD52 anneal inh -17.0, Xi reactivation 0.4, E-sel inducer -0.3, DENV2 CPE rescue -2.7, CASP6 VEID inh -6.5 and F508del corr 0.2.
Cc1ccc(CN2CC(=O)N3[C@H](CO)[C@@H](c4ccc(Br)cc4)[C@@H]3C2)cc1 was read as GSIS activator 0.1, RAD52 anneal inh -13.4, Xi reactivation 0.6, E-sel inducer -0.5, DENV2 CPE rescue 14.3, CASP6 VEID inh 1.6 and F508del corr -0.8.
For COc1cnn(-c2ccc(Br)cc2)c(=O)c1SCc1ccccc1 the results were GSIS activator -17.4, RAD52 anneal inh -7.8, Xi reactivation -0.1, DENV2 CPE rescue 8.1, CASP6 VEID inh 0.4 and F508del corr 0.5.
O=C1CC[C@@H](O)CCN1CC[C@H](Sc1ccc(Br)cc1)c1ccccc1 was read as RAD52 anneal inh -1.5, Xi reactivation 0.2, DENV2 CPE rescue -5.3, RAD54 inh -0.3, CASP6 VEID inh -0.6 and F508del corr -1.1.
For CCc1nc2ccccc2c(C(=O)OCC(=O)Nc2ccc(NC(C)=O)cc2)c1C the results were GSIS activator 10.2, RAD52 anneal inh -14.2, Xi reactivation 0.0, DENV2 CPE rescue -0.7, RAD54 inh 3.1, CASP6 VEID inh 1.4 and F508del corr 2.4.
`Cn1nc(C(C)(C)C)cc1C(=O)N1CCCCC1c1cc(C(=O)Nc2cccc(C#N)c2)no1` (configuration not stated) gave GSIS activator -22.4, RAD52 anneal inh -11.9, Xi reactivation 0.0, E-sel inducer -0.6, DENV2 CPE rescue inconclusive, RAD54 inh -25.0, CASP6 VEID inh -1.6 and F508del corr -2.4.
Screening COc1ccc(NC(=O)COc2ccc(-c3nn(C)c(=O)c4ccccc34)cc2)cc1 returned GSIS activator 6.2, RAD52 anneal inh -8.2, Xi reactivation 0.3, E-sel inducer 0.0, DENV2 CPE rescue 6.2, RAD54 inh 2.7, CASP6 VEID inh 1.7 and F508del corr -0.9.
`COC(=O)c1cc(C)sc1NC(=O)CSc1ncccn1` gave GSIS activator 4.7, RAD52 anneal inh -33.4, Xi reactivation 0.0, E-sel inducer 0.8, DENV2 CPE rescue -4.6, RAD54 inh 5.6, CASP6 VEID inh 0.0 and F508del corr -2.3.
For COc1c(Cl)ccc(Cl)c1C(=O)NCc1ccco1 the results were GSIS activator -23.5, RAD52 anneal inh -9.6, Xi reactivation 0.0, DENV2 CPE rescue 2.5 and F508del corr 2.7.
`COc1ccc(S(=O)(=O)Nc2cccc3c2O[C@H](CN(C)C(=O)Nc2ccc(F)cc2)[C@@H](C)CN([C@@H](C)CO)C3=O)cc1` gave GSIS activator -0.8, RAD52 anneal inh 0.6, Xi reactivation -0.7, E-sel inducer 0.5, DENV2 CPE rescue 0.6, RAD54 inh -0.7, CASP6 VEID inh -1.4 and F508del corr -1.7.

Two entries picked at random from those above:
For COc1c(Cl)ccc(Cl)c1C(=O)NCc1ccco1 the results were GSIS activator -23.5, RAD52 anneal inh -9.6, Xi reactivation 0.0, DENV2 CPE rescue 2.5 and F508del corr 2.7.
COc1ccc2c3c(n(C)c2c1)[C@H](CO)N(Cc1ccccc1F)CC31CCN(C(=O)C2CCC2)CC1 was read as GSIS activator -18.5, RAD52 anneal inh -187.6, Xi reactivation 0.9, E-sel inducer -0.5, DENV2 CPE rescue -5.2 and F508del corr -0.4.

Carrying on.
N#Cc1cccc(-c2ccc(C3[C@H]4CNC[C@@H]3N4Cc3cccc(-c4ccncc4)c3)cc2)c1 (some centres not stated) was read as GSIS activator -3.7, RAD52 anneal inh -74.0, Xi reactivation 0.1, E-sel inducer 0.1, DENV2 CPE rescue -7.8, CASP6 VEID inh 0.7 and F508del corr 0.7.
Nc1ccc(-c2nc3ncccc3o2)c(O)c1 was read as GSIS activator -1.0, RAD52 anneal inh -16.6, Xi reactivation 0.4, DENV2 CPE rescue -1.7, RAD54 inh 14.9, CASP6 VEID inh -1.5 and F508del corr -0.2.
Screening Cc1c(Cl)c(-c2n[nH]c(=S)n2-c2ccccc2)nn1C returned GSIS activator 9.0, Xi reactivation -0.2, E-sel inducer -0.4 and RAD54 inh 1.0.
Screening CC(=O)c1cccc(-c2ccnc3c2CC(C(=O)NCc2cccs2)O3)c1 (configuration not stated) returned GSIS activator -12.8, RAD52 anneal inh -70.0, Xi reactivation 1.7, DENV2 CPE rescue 3.0, RAD54 inh 1.4, CASP6 VEID inh -0.8 and F508del corr 5.8.
Screening Cc1nc(-c2cccc(S(=O)(=O)N3CCOCC3)c2)cs1 returned GSIS activator 1.2, RAD52 anneal inh -11.2, DENV2 CPE rescue -0.9, RAD54 inh 5.4, CASP6 VEID inh 2.1 and F508del corr -2.4.
`O=C(NNc1cccc(Cl)n1)C(F)(F)F` gave GSIS activator -2.7, RAD52 anneal inh -20.0, Xi reactivation 0.0, E-sel inducer -0.4, DENV2 CPE rescue 1.5 and F508del corr -7.3.
For O=C(CCS(=O)(=O)c1ccc(Cl)cc1)NCCc1c[nH]c2ccccc12 the results were GSIS activator -2.4, RAD52 anneal inh -37.9, Xi reactivation 0.0, DENV2 CPE rescue -8.4, RAD54 inh -8.5, CASP6 VEID inh -2.9 and F508del corr -0.4.
`CC(C)c1ccc(NC(=O)C2C3C=CC4(O3)C2C(=O)N(CCCN2CCCCC2)C4C(=O)NC2CCCCC2)cc1` (configuration not stated) gave GSIS activator -5.5, RAD52 anneal inh -14.9, Xi reactivation 0.0, E-sel inducer 0.1, DENV2 CPE rescue 9.9, RAD54 inh 2.9, CASP6 VEID inh -9.2 and F508del corr 1.0.
`CCCN(CCC)CCCNC(=O)CNC(=O)c1nn(-c2ccc(OC)cc2)c(=O)c2ccccc12` gave GSIS activator -4.8, RAD52 anneal inh -6.6, Xi reactivation 0.0, DENV2 CPE rescue 5.7, CASP6 VEID inh -0.9 and F508del corr -2.2.
CO[C@H]1CN(C)C(=O)c2ccc(NC(=O)C3CCOCC3)cc2OC[C@H](C)NC[C@@H]1C was read as GSIS activator 2.9, RAD52 anneal inh 9.8, Xi reactivation 0.0, E-sel inducer -0.2, DENV2 CPE rescue 9.5, CASP6 VEID inh 1.2 and F508del corr -0.6.
`O=C(Nc1cc(F)ccc1F)N1CCCCN2[C@@H](CO)[C@@H](c3ccc(-c4cncnc4)cc3)[C@@H]2C1` gave GSIS activator -0.8, RAD52 anneal inh -4.5, Xi reactivation -0.1, E-sel inducer -0.2, DENV2 CPE rescue 4.6, RAD54 inh 0.3, CASP6 VEID inh 2.2 and F508del corr 0.9.
For CCOC(=O)C1CCN(C(=O)c2cc(S(=O)(=O)N3CCOCC3)ccc2C)CC1 the results were GSIS activator 8.1, RAD52 anneal inh 2.6, Xi reactivation 0.2, E-sel inducer -0.3, DENV2 CPE rescue 5.8, RAD54 inh -6.0, CASP6 VEID inh 1.4 and F508del corr -6.4.
CCCCNC(=O)c1ccc2nc(CC)c(N(CCC(C)C)CCN(C)C)n2c1 was read as GSIS activator -4.1, RAD52 anneal inh -36.4, Xi reactivation 0.1, E-sel inducer -0.2, DENV2 CPE rescue inconclusive, RAD54 inh -9.4, CASP6 VEID inh -4.9 and F508del corr -3.0.
`CC(C)(CCC(=S)N1CCOCC1)c1ccccc1` gave RAD52 anneal inh -6.4, Xi reactivation 0.6, E-sel inducer 0.1, DENV2 CPE rescue 5.8, RAD54 inh -1.6, CASP6 VEID inh -0.4 and F508del corr -1.4.
Screening CCCCn1nnnc1C(c1cc2ccccc2o1)N(C)Cc1ccc(Cl)cc1 (configuration not stated) returned GSIS activator 12.5, RAD52 anneal inh 1.5, Xi reactivation 0.1, E-sel inducer 0.0, DENV2 CPE rescue inconclusive, CASP6 VEID inh -3.5 and F508del corr -2.2.
For COc1ccc2c(O)c(-c3c(C)cc(C)cc3C)c(=O)[nH]c2c1 the results were GSIS activator -10.4, RAD52 anneal inh -12.0, Xi reactivation 0.2, E-sel inducer -0.2, DENV2 CPE rescue 1.0, CASP6 VEID inh 0.4 and F508del corr -0.9.
For O=C(CN1CCN(Cc2ccc(Cl)cc2)C1=O)NCCCN1CCOCC1 the results were RAD52 anneal inh -0.1, Xi reactivation -0.2, E-sel inducer 0.1, DENV2 CPE rescue 2.5, RAD54 inh 0.4, CASP6 VEID inh -1.3 and F508del corr -1.2.
For CN(C)n1cnc2ccsc2c1=O the results were GSIS activator 4.5, RAD52 anneal inh 2.9, Xi reactivation 0.4, E-sel inducer -3.1, DENV2 CPE rescue 17.8, CASP6 VEID inh 2.0 and F508del corr -1.0.
